TDP43 rescue – qHTS of TDP-43 Inhibitors | TDP-43 expressing yeast growth rescue, BacTiter-Glo, 24 h | Potency, µM (doses to about 46.1 µM), for inactives: at the top dose growth rescue (activation), usual class: activators | 410,000 compounds, 1.8% hits; further: potency means the concentration at half of the fitted maximal effect; % of control where 0% means no effect; nearly all actives have a fitted effect of over 50% in size
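Yeast expressing TDP-43 (pregrown in raffinose, seeded at OD600=0.02 in galactose medium) exposed to compounds 24 hr at 30 deg C. Growth read by BacTiter-Glo luminescence; rescue of toxicity appears as increased signal.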
KB-V1 cytotox – qHTS assay for MDR1-selective chemotherapeutics: Primary screen using the drug-selected MDR subline cells KB-V1. KB-V1 MDR cells viability, CellTiter-Glo, 72 h. Potency, µM (top dose mostly 46.1 µM), inactives show top-dose activity change, negative = cytotoxicity, hits mostly cytotoxic. 400,000 compounds, 3.4% hits; further: potency means the concentration at half of the fitted maximal effect; on the % scale 0 is the no-effect control and ±100 the full control effect; nearly all actives have a fitted effect of over 60% in size
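Following 72 h at 37 degrees C with compound, KB-V1 cell viability was read by CellTiter-Glo luminescence, medium being phenol-red-free DMEM plus 10% FBS; concentration-response parameters came from normalized, curve-fitted qHTS data.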
GLP-1R inv ag – qHTS of GLP-1 Receptor Inverse Agonists (Inhibition Mode). Potency, µM (highest dose often 38.3 µM), for inactives: at the highest dose activity change, negative = inhibition, hits mostly inhibitors. Glucagon-like peptide 1 receptor (Homo sapiens), P43220. HEK293 GLP-1R CRE-luciferase, luminescence, 24 h; GLP-1R form is constitutively active. 410,000 compounds, 1.6% hits; further: potency means the concentration at half of the fitted maximal effect; on the % scale 0 is the no-effect control and ±100 the full control effect; nearly all actives have a fitted effect of over 55% in size
Target sequence (P43220 whole entry, looked up): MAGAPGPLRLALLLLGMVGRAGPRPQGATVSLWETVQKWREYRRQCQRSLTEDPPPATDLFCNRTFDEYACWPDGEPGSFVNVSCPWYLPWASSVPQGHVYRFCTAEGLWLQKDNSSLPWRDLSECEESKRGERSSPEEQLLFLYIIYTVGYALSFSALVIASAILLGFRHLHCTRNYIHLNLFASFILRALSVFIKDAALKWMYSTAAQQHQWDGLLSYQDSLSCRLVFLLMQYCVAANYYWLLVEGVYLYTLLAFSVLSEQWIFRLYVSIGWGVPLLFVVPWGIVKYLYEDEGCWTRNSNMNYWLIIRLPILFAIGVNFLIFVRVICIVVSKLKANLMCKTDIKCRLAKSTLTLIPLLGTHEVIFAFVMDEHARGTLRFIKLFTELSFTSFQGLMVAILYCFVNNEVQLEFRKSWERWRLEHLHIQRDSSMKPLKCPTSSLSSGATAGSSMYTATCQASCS
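qHTS in 1536-well format: reporter HEK293 cells expressing constitutive GLP-1R activity in DMEM + 10% Nu serum, 24 hr with compounds at 37 deg C, luminescence read after 12 min with detection reagent.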
PTHR1 agonist – qHTS for PTHR1 Agonists: Primary Screen; HEK293 GP2 PTHR1 cells, GloSensor cAMP luminescence, 1 h; Potency, µM (highest dose often 115 µM), inactives show at the top dose activation, most hits filed as activators; 410,000 compounds, 0.075% hits; AID 743266, 2014; further: potency means the concentration at half of the fitted maximal effect; nearly all actives have a fitted effect of over 55% in size; some results filed as inactive show a strong effect at the top dose; inactives centre near -15; many of its hits are not listed in these tables
Target sequence (Q03431 whole entry, looked up): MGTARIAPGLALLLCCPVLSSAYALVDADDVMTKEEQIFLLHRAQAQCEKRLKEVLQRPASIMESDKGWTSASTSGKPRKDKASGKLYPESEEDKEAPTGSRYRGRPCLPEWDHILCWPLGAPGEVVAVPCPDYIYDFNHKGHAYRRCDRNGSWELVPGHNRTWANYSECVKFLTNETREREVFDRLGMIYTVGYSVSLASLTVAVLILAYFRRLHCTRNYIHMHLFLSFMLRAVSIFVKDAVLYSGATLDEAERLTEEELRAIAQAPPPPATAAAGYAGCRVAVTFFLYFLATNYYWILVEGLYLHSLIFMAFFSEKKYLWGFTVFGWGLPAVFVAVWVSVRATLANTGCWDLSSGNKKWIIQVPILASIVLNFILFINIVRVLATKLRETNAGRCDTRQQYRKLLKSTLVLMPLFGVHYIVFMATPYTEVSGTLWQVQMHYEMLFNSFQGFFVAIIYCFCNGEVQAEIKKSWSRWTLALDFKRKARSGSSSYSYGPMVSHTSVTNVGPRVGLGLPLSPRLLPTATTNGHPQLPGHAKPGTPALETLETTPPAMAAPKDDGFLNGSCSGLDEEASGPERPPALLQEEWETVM
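HEK-293-derived GP2 cells expressing PTHR1 and a GloSensor cAMP reporter, 3,000/well, plated overnight, given luciferin plus IBMX (each 0.5 mM as added) for 1 h at 37 °C, then compound for 1 h at 37 °C. Luminescence was read after 15 min at room temperature.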
HEK293 tox – qHTS of GLP-1 Receptor Inverse Agonists: Cytotox Screen; HEK293 cAMP-luciferase reporter cells, luminescence, 24 h; Potency, µM (doses to about 38.3 µM), inactives show at the highest dose activity change, negative = inhibition, usual class: inhibitors; 410,000 compounds, 0.13% hits; AID 624418, 2012;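 further: loss of luciferase light is scored as toxicity; potency means the concentration at half of the fitted maximal effect; on the % scale 0 is the no-effect control and ±100 the full control effect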
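To flag toxic compounds, the library was rerun on cells for 24 hr at 37 deg C and 5% CO2. Viability-linked luminescence was captured 12 min after adding luciferase detection reagent.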
GLP1R ag – qHTS of GLP-1 Receptor Agonists. Potency, µM (highest dose often 45.6 µM), inactives show at the top dose activation, most hits filed as activators. Glucagon-like peptide 1 receptor (Homo sapiens), P43220. 380,000 compounds, 0.007% hits. AID 624172, 2012. HEK293 GLP-1R CRE-luciferase, luminescence, 4-6 h; cells express a hypersensitive GLP-1R form; further: potency means the concentration at half of the fitted maximal effect; % of control where 0% means no effect
aSyn yeast inh – qHTS of alpha-syn Inhibitors | Yeast expressing alpha-synuclein, growth rescue, BacTiter-Glo, 24 h | Potency, µM (series often up to 46.1 µM), inactives show at the top dose growth rescue (activation), usual class: activators | 370,000 compounds, 0.14% hits | AID 652106, 2013; further: potency means the concentration at half of the fitted maximal effect; % of control where 0% means no effect; nearly all actives have a fitted effect of over 65% in size
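Galactose-induced alpha-syn yeast (OD600=0.02, raffinose-pregrown) + pinned cpd, 24 hr, 30 deg C; growth by BacTiter-Glo luminescence. Growth restoration scores as activation.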
D3 antag – qHTS of D3 Dopamine Receptor Antagonist: qHTS; D3R cells, DiscoveRx beta-arrestin luminescence, antagonist mode; active compounds read low; max response, negative = inhibition, %; 360,000 compounds, 2.5% hits; AID 652054, 2013; D(3) dopamine receptor (Homo sapiens), P35462; in the data active means max response below about -50%; inconclusive means no clear call, values can overlap the other calls; further: on the % scale 0 is the no-effect control and ±100 the full control effect; mostly tested at two doses, the higher about 12 µM
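Cells expressing the human receptor were seeded at 1500 cells/well, incubated overnight at 37 degrees C in 5% CO2, then exposed to library compounds with dopamine controls for 90 minutes at 37 degrees C before luminescent detection.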
D3 ag – qHTS of D3 Dopamine Receptor Agonist: qHTS. D(3) dopamine receptor (Homo sapiens), P35462. D3R DiscoveRx beta-arrestin cells, luminescence, 90 min. max activation, %. 410,000 compounds, 0.58% hits; in the data active means max activation above about 30%; further: 0% is about no effect; mostly tested at two doses, the higher about 12 µM
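Agonist-mode cell screen: cells plated at 1500/well and incubated overnight at 37 °C, then exposed to library compounds for 90 min at 37 °C. Detection reagent was added for 30–60 min at room temperature, and luminescence was read.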
Active calls of the source: *; i = inactive; ? = inconclusive; nt = no result given; [ ] = remark or other dose. Unless noted, the call rests on the fitted dose curve; in most records, active means well fitted curve in the direction sought with a large enough effect; inconclusive means small, poorly fitted or top-dose-only effect, or another doubt; inactive means no such curve, though single readings can be large; an effect the other way counts as inactive or inconclusive. An excerpt. The share of hits here may be higher or lower than overall.

SMILES	TDP43 rescue	KB-V1 cytotox	GLP-1R inv ag	PTHR1 agonist	HEK293 tox	GLP1R ag	aSyn yeast inh	D3 antag	D3 ag
CCOc1cccc(C(=O)Nc2nc(-c3ccc(S(=O)(=O)N4CCOCC4)cc3)cs2)c1	4%	-5%	14%	-19%	?	-20%	8%	55	21
O=C(NCCNC(=O)c1cc(OCC(F)(F)F)ccc1OCC(F)(F)F)Nc1cccc(C(F)(F)F)c1	14%	?	-24%	-44%[inhibitor]	?	-3%	4%	17	2
CN(Cc1ccccc1)C(=O)Cn1c(=O)c2cccn2c2cccnc21	11%	-12%	10%	-10%	-1%	-4%	13%	10	-4
Cc1cc(C)c(N=Cc2c(O)c3ccccc3oc2=O)c(C)c1	11%	-17%	4%	i	-1%	-2%	-2%	-10	0
O=S(=O)(c1cccc(Cl)c1)c1nnn2c1nc(NC1CCCCCC1)c1sccc12	13%	nt	22%	i	3%	nt	nt	nt	9
N=C1C(c2nc3ccccc3[nH]2)=C(O)CN1C1CCCCC1	2%	-2%	23%	-27%	-1%	4%	-2%	-20	-19
Cn1cc(S(=O)(=O)N2CCc3ccccc32)cc1C(=O)NC1CCCCC1	5%	-8%	2%	-21%	2%	5%	3%	3	6
Cc1nc(-c2ccc(Cl)cc2)sc1C1(C)CC(c2cccc(Cl)c2)=NO1 (stereo not given)	9%	?	-2%	-14%	10%	-1%	7%	0	4
NC(=O)COC(=O)c1ccc(Cl)c(S(=O)(=O)N2CCCCCC2)c1	5%	?	1%	i	-1%	-1%	1%	0	16
Cc1ncc(C(O)c2ccccc2)n1Cc1ccccc1 (stereo not given)	5%	-4%	-5%	i	1%	0%	-4%	0	-14
O=C(N=Nc1c(O)[nH]c2ccccc12)c1cc(-c2cccs2)[nH]n1	-1%	-7%	17%	-13%	-18%	10%	-8%	39	8
COC(=O)c1cc(S(=O)(=O)NCc2ccc3c(c2)OCO3)c[nH]1	3%	15%	11%	7%	11%	7%	-8%	-12	3
COc1cccc(CNS(=O)(=O)c2cn(C)cn2)c1	-7%	22%	-3%	1%	10%	4%	0%	2	2
Cc1c(Br)c([N+](=O)[O-])nn1CC(=O)Nc1c(C)n(C)n(-c2ccccc2)c1=O	6%	17%	2%	i	0%	-2%	2%	15	4
COc1ccc2sc(-c3ccccc3OC)c(-c3ccc(OC)c(F)c3)c2c1	3%	?	?	-7%	9%	7%	7%	-13	9
CCOc1ccc(N(Cc2cc3ccc(C)cc3[nH]c2=O)S(=O)(=O)c2ccccc2)cc1	8%	0%	?	-60%	?	0%	0%	-1	-6
O=C(NCc1ccccc1Cl)NCc1ccccc1Cl	9%	-1%	5%	-20%	4%	-7%	26%	7	-7
Cc1cccc(C)c1N(CC(=O)N1CCOCC1)S(C)(=O)=O	8%	?	4%	-8%	-9%	3%	4%	-5	2
CC(=O)NC(c1ccc(C)cc1)c1cc(Cl)c2cccnc2c1O (stereo not given)	nt	?	?	-7%	-4%	1%	10%	-79*	-15
CCOC(=O)CNC(c1ccccc1)c1cc(Br)ccc1NC(=O)c1ccc(Cl)cc1 (stereo not given)	29%	?	-85%	i	1%	nt	nt	nt	-7
Cc1ccccc1-c1nn2c(=O)cc(CN3CCN(C(=O)c4ccc(C(C)(C)C)cc4)CC3)nc2s1	-2%	3%	1%	i	-11%	nt	nt	nt	-19
O=[N+]([O-])c1ccccc1S(=O)(=O)Nc1cccnc1	4%	-2%	3%	i	9%	-2%	1%	12	2
Cc1ccc(O)c(NC(=O)CSc2ccc(Cl)cc2)c1	11%	5%	-21%	-29%	-15%	-1%	0%	1	5
CCCCNC(=O)C(NC(=O)c1ccc(=O)[nH]c1)C(=O)c1ccccc1 (stereo not given)	12%	11%	24%	-25%	3%	13%	-8%	25	6
O=C(C1CC(c2ccccc2O)=NO1)N1CCc2ccccc2C1 (stereo not given)	17%	-16%	?	-6%[57.5 µM]	-12%	-9%	?	-95*	-2
Cc1cc(NS(=O)(=O)c2ccc(NS(=O)(=O)c3ccc(CC(C)C)cc3)cc2)nc(C)n1	-16%[9.22 µM]	-20%	17%	i	-4%	4%	1%	2	-1
Cc1cccc(OCC(O)Cn2c(=N)n(Cc3ccccc3)c3ccccc32)c1 (stereo not given)	6%	?	?	-4%	-16%	-3%	-2%	0	4
O=C(COc1ccc(C(=S)N2CCC(Cc3ccccc3)CC2)cc1)N1CCOCC1	14%	-4%	?	-23%	7%	-1%	-2%	-20	1
O=C(CCN1CCCCCC1)Nc1cccc(Cl)c1	-16%	0%	5%	-5%[57.5 µM]	1%	9%	1%	-143*	-28
CCOC(=O)c1cccc(NC(=O)c2ccc3c(Cl)c4c(nc3c2)CCC4)c1	-11%	-10%	3%	-84%[inhibitor]	18%	7%	nt	nt	8
COc1cccc(Cn2cnc3c(NS(=O)(=O)c4cccc(Cl)c4Cl)c(C)c(C)cc32)c1	7%	0%	?	-27%	?	-5%	14%	-22	2
COC(=O)C(Cc1ccccc1)P(=O)(c1ccccc1)c1ccccc1 (stereo not given)	15%	0%	-20%	-2%	-11%	-1%	6%	8	1
COCCN1C(=O)Cc2c1nc(N)c1c(N)nc(N3CCN(c4ccc(F)cc4)CC3)c(C#N)c21	8%	?	3%	-12%	-1%	0%	6%	1	-2
COc1ccc(C(=O)/C=C/Nc2ccc(C)cn2)cc1OC	-9%	?	16%	-21%[57.5 µM]	8%	6%	?	11	-6
CC(C)OC(=O)NC(Nc1ccccc1C(=O)O)(C(F)(F)F)C(F)(F)F	11%	0%	11%	0%	6%	1%	7%	16	2
CCOC(=O)N1CCC(NC(=O)C2CCCN(S(=O)(=O)c3cccc4nsnc34)C2)CC1 (stereo not given)	-6%	-11%	9%	i	8%	-2%	-6%	-28	-1

A draw from above in order of length of the SMILES, ascending.
SMILES	TDP43 rescue	KB-V1 cytotox	GLP-1R inv ag	PTHR1 agonist	HEK293 tox	GLP1R ag	aSyn yeast inh	D3 antag	D3 ag
COc1ccc(C(=O)/C=C/Nc2ccc(C)cn2)cc1OC	-9%	?	16%	-21%[57.5 µM]	8%	6%	?	11	-6
O=C(C1CC(c2ccccc2O)=NO1)N1CCc2ccccc2C1 (stereo not given)	17%	-16%	?	-6%[57.5 µM]	-12%	-9%	?	-95*	-2
CCOC(=O)c1cccc(NC(=O)c2ccc3c(Cl)c4c(nc3c2)CCC4)c1	-11%	-10%	3%	-84%[inhibitor]	18%	7%	nt	nt	8
CCOC(=O)N1CCC(NC(=O)C2CCCN(S(=O)(=O)c3cccc4nsnc34)C2)CC1 (stereo not given)	-6%	-11%	9%	i	8%	-2%	-6%	-28	-1

The list goes on:
SMILES	TDP43 rescue	KB-V1 cytotox	GLP-1R inv ag	PTHR1 agonist	HEK293 tox	GLP1R ag	aSyn yeast inh	D3 antag	D3 ag
COc1ccc(Cl)cc1NC(=S)N(Cc1ccc(C(=O)O)cc1)Cc1ccc(OC)c(OC)c1	-22%[1.82 µM]	30%	-13%	-15%	0%	14%	-24%	-6	8
Cc1cc(-c2onc(C)c2C(=O)O)no1	-15%	10%	9%	i	3%	-6%	3%	10	6
O=C(c1ccc(F)cc1)N1CCC(c2nc3ccccc3o2)CC1	29%	nt	4%	i	-7%	nt	nt	nt	12
O=C(NCc1ccccc1)c1ccc(Br)cc1	-28%	0%	?	-3%	3%	13%	3%	-11	-11
COc1ccc(OC)c(CNC(=O)c2ccc(Sc3ccc(C)cc3)c(N)c2)c1	-20%	nt	?	-22%	-24%	nt	nt	nt	7
COc1ccc(COc2cc(-c3cccc(OC)c3)nc3ccc(NC(=O)c4ccc(Cl)cc4)cc23)cc1	?	-27%	?	-3%	-26%	-6%	-13%	19	0
CC(=O)c1cccc(S(=O)(=O)NCCC(=O)O)c1	2%	14%	-12%	i	-12%	0%	-1%	-2	9
COc1ccccc1NC(=O)Nc1nnc(C(C)c2ccccc2)s1 (stereo not given)	2%	1%	?	-31%[inhibitor]	-6%	10%	3%	-8	4
CC1(C)CC(=O)C2=C(C1)Nc1ccccc1NC2c1cc(Cl)ccc1O (stereo not given)	-6%	?	?	-29%	?	-1%	-2%	-10	-3
COc1ccccc1C(=O)N/C(=C\c1cn(C)c2ccccc12)C(=O)NCCCn1ccnc1	-4%	?	-7%	i	-7%	-3%	5%	12	5
CC1CCC(NC(=O)CN2CCC(n3nnc4cc(F)ccc43)CC2)CC1 (stereo not given)	-6%	-3%	-16%	-46%	1%	13%	1%	-67*	0
COc1cc(OC)cc(C(=O)c2c(C)c(C#N)c3ccccn23)c1	12%	?	-30%	-12%	-7%	-4%	-1%	-16	-5
COc1ccc(-c2cc(C(=O)N3CCN(C(c4ccccc4)c4ccccc4)CC3)no2)cc1	9%	21µM*	0%	i	10%	-7%	7%	-19	4
Fc1ccc(CNC(=S)NC2CCCCCC2)cc1	6%	?	?	i	14%	11%	-5%	-17	-9
COC(=O)c1oc2ccc(OC)cc2c1N	-6%	-14%	48%[activator]	13%[57.5 µM]	0%	-7%	-5%	-1	-7
N#Cc1c(N)[nH]c(C(=O)c2ccccc2)c1-c1ccccc1Br	38%	4%	25%	i	-6%	16%	0%	-15	-7
Nc1ccc2c(c1)OC1(CCCCC1)O2	11%	-1%	-28%	-6%	16%	1%	-5%	-1	6
Cc1cccc(Nc2nc(N3CCOCC3)nc(N3CCOCC3)n2)c1	?	-28%	5.6µM*	?	41%[activator]	4%	1%	15	-7
COc1ccccc1-c1cc(C(=O)NN)[nH]n1	14%	20%	-41%	-2%	?	10%	1%	9	-6
